# USP7 block = inhibitors of human USP7 deubiquitinase | purified USP7, Ub-rhodamine cleavage fluorescence | inhibition, % at 20 µM | actives 0.3% (n = 47,000) | AID 1645854, 2021
# USP10 block = inhibitors of human USP10 deubiquitinase; Ubiquitin carboxyl-terminal hydrolase 10 (Homo sapiens), Q14694; inhibition, % at 20 µM; actives 1.1% (n = 47,000); purified USP10, Ub-rhodamine fluorescence, 60 min
# USP8 block = inhibitors of human USP8 deubiquitinase | actives 4.2% (n = 47,000) | inhibition, % at 20 µM | purified USP8, Ub-rhodamine cleavage fluorescence, 30 min | Ubiquitin carboxyl-terminal hydrolase 8 (Homo sapiens), P40818 | AID 1645853, 2021
# USP28 block = inhibitors of human USP28 deubiquitinase | inhibition, % at 25 µM | actives 3% (n = 47,000) | purified USP28, Ub-rhodamine cleavage fluorescence, 30 min | Ubiquitin carboxyl-terminal hydrolase 28 (Homo sapiens), Q96RU2
# USP17 block = inhibitors of human USP17 deubiquitinase. actives 6.5% (n = 47,000). Ubiquitin carboxyl-terminal hydrolase 17-like protein 5 (Homo sapiens), A8MUK1. inhibition, % at 50 µM. purified USP17, Ub-rhodamine cleavage fluorescence, 3 h. AID 1645855, 2021
# UCHL1 inh = inhibitors of human UCHL1 deubiquitinase; Ubiquitin carboxyl-terminal hydrolase isozyme L1 (Homo sapiens), P09936; purified UCHL1, Ub-rhodamine cleavage fluorescence; inhibition, % at 20 µM; actives 0.2% (n = 47,000); AID 1645859, 2021
# OTUD3 block = inhibitors of human OTUD3 deubiquitinase; OTU domain-containing protein 3 (Homo sapiens), Q5T2D3; purified OTUD3, Ub-rhodamine fluorescence, 2 h; inhibition, % at 25 µM; actives 0.7% (n = 47,000)
# Target sequence (Q5T2D3 whole entry, looked up, the tested form may be a part): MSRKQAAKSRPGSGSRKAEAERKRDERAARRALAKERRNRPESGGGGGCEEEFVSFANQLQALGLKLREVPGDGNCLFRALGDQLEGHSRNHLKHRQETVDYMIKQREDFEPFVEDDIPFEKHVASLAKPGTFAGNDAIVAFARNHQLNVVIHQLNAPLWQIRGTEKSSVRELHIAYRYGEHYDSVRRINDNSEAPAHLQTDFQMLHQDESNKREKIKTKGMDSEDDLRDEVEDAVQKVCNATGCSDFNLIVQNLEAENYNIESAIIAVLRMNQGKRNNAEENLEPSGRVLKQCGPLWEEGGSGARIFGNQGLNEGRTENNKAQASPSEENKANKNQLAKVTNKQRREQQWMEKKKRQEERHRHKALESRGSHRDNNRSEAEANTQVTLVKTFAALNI
# USP30 inh = inhibitors of human USP30 deubiquitinase; purified USP30, Ub-rhodamine cleavage fluorescence; inhibition, % at 25 µM; actives 5.3% (n = 47,000); AID 1645860, 2021
# Target sequence (Q70CQ3 whole entry, looked up): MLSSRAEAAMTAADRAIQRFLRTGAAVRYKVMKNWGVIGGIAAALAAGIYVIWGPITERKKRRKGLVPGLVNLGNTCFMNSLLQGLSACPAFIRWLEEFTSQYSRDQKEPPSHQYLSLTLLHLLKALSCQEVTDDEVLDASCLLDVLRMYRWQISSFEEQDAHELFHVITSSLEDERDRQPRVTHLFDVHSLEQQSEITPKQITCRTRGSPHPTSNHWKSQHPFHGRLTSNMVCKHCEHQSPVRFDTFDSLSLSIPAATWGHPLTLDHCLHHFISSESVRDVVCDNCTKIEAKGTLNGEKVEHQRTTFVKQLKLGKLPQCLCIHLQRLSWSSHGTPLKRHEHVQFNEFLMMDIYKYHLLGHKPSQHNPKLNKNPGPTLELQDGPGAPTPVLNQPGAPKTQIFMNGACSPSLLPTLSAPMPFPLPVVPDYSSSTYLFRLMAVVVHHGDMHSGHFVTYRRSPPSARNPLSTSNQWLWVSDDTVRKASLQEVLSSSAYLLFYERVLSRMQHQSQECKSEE
# * marks the source's active call; other numbers are inactive results; x = no result given. No stated cut-off is given here; in the data, active means inhibition above about 30%; inactive means the rest.
SMILES,USP7 block,USP10 block,USP8 block,USP28 block,USP17 block,UCHL1 inh,OTUD3 block,USP30 inh
CN[C@H](CC(C)C)C(=O)N[C@H]1C(=O)N[C@@H](CC(N)=O)C(=O)N[C@H]2C(=O)N[C@H]3C(=O)N[C@H](C(=O)N[C@H](C(=O)O)c4cc(O)cc(O)c4-c4cc3ccc4O)[C@H](O)c3ccc(c(Cl)c3)Oc3cc2cc(c3OC2OC(CO)C(O)C(O)C2OC2C[C@](C)(N)[C@H](O)[C@H](C)O2)Oc2ccc(cc2Cl)[C@H]1O (stereo partly specified),-44.3,-8.3,-60.3,-23.0,-10.3,-13.4,-27.6,-80.3
Cc1cccc(C)c1NC(=O)CNC(=O)c1c(C)nn(C)c1Cl,-0.8,1.7,2.8,-2.8,5.2,-2.8,0.0,6.0
O=S(=O)(NCc1ccccn1)c1ccc(Cc2ncc(C(F)(F)F)cc2Cl)s1,-13.7,-0.4,-19.4,-16.8,-17.6,-3.0,-8.5,-20.1
CN1[C@@H](CCC(=O)NCc2ccco2)CNC(=O)[C@H]2NCC[C@H]21,5.7,-1.6,20.7,0.6,8.7,0.8,8.7,-0.7
CCCCN(C(=O)c1cc2c(=O)n3cccc(C)c3nc2n1Cc1ccccc1)c1ccccc1,7.4,3.5,6.1,3.7,6.1,5.2,12.2,0.0
CCc1cc(=O)n(CC(=O)Nc2ccc(OC)c(F)c2)c(N2CCOCC2)n1,-0.3,-1.7,9.5,13.8,13.7,2.6,9.7,22.1
COc1ccc(OC)c(NC(=O)c2nc(C3CCC3)oc2C)c1,5.4,8.2,15.8,11.7,15.4,6.9,18.4,30.8*
CC(=O)Nc1cccc(NC(=O)c2sc(-c3ccccc3F)nc2C)c1,-6.7,0.3,-23.6,3.9,-2.6,-0.4,-6.8,5.1
CNc1nc(C2CCN(S(=O)(=O)c3ccc(C)c(F)c3)C2)nc2c1CCN(C(C)=O)C2 (stereo unspecified),2.8,0.6,-0.9,1.2,-1.5,0.5,-1.0,-0.1
Cn1cc(C(=O)O)c(S(=O)(=O)N2CCOCC2)n1,2.5,-1.6,-12.1,-0.4,-5.0,0.1,2.4,4.0
Nc1c(-c2ccc(Cl)cc2)cnc2nc(Sc3ncc(C(F)(F)F)cc3Cl)nn12,9.4,23.4,35.3*,5.6,26.2,1.8,30.5*,33.0*
Cc1nc2ccc(S(=O)(=O)N(CC(=O)NC3CCCC3)Cc3ccccc3)cc2s1,-9.1,-5.5,-16.7,-1.7,-1.2,-2.1,-1.3,4.4
Cc1ccccc1Nc1nc(N)nc(CSc2ccccc2)n1,-23.4,4.8,-5.3,-0.1,-7.9,1.5,-7.2,-4.4
Cc1ccc(CN2CCN(CC(=O)NC3CCCCC3)C2=O)cc1,x,-1.7,-3.6,-1.2,-11.0,-2.7,-8.9,-7.3
Cc1ccccc1OCC(=O)N1CC2CC1C(=O)O2 (stereo unspecified),0.4,1.0,-21.8,-3.4,-10.9,-0.6,-0.7,-17.2
O=C(c1ccc(O)cc1)N1CC[C@@H]2[C@H](C1)CN2C(=O)c1ccccc1,0.2,1.3,-0.5,0.3,x,-2.1,0.0,-1.3
CC1Oc2ccccc2N(C(C)C(=O)O)C1=O (stereo unspecified),2.4,1.9,0.0,19.9,-0.1,0.7,12.6,-24.7
CCc1noc(-c2cc(=O)n(CC(=O)Nc3ccccc3)c3ccccc23)n1,0.1,11.6,5.0,-4.3,-6.8,-1.0,18.2,1.8
N#C/C(=C/c1c(Cl)cccc1Cl)c1nnc2n1CCCCC2,1.9,1.4,1.0,x,4.3,-0.4,3.9,x
Cn1c(=O)c2c(SCc3c(F)cccc3Cl)nc(-c3cccs3)nc2n(C)c1=O,5.3,-1.7,-0.4,5.3,2.2,0.5,7.1,1.9
c1ccc2c(c1)[nH]c1c(N3CCN(C4CCCCC4)CC3)ncnc12,-0.5,1.1,-10.1,-8.3,-10.3,-0.3,-8.3,-9.0
Cc1ccc(C)c(OCC(=O)Nc2ccc(-c3cn4ccsc4n3)cc2)c1,-17.0,10.0,-13.0,-7.0,3.8,-3.9,-9.3,-27.0
O=c1c(-c2ccc(O)cc2)coc2cc(O)cc(O)c12,1.9,1.8,5.6,-6.8,-6.4,-1.8,-10.3,-3.6
CCOC(=O)C1=C(C)N=C(SC)N(C)C1c1ccccc1 (stereo unspecified),0.2,1.0,-2.9,x,-18.0,-0.3,-0.3,x
O=c1c(S(=O)(=O)N2CCCCCC2)cccn1Cc1ccccc1,-9.2,-4.1,-21.8,-10.5,-4.3,-5.9,-12.3,-74.5
# Continuation:
SMILES,USP7 block,USP10 block,USP8 block,USP28 block,USP17 block,UCHL1 inh,OTUD3 block,USP30 inh
COc1ccccc1CNC(=O)CC1c2ncccc2C(=O)N1c1ccccc1 (stereo unspecified),-1.1,-2.0,-10.3,-9.2,-14.2,-2.0,-3.0,-16.0
CN1[C@@H](CCC(=O)N2CCc3ccccc32)CNC(=O)[C@@H]2[C@H]1CCN2Cc1ccccn1,-1.2,-2.2,-161.0,-4.9,-16.2,-3.1,2.2,-10.0
COc1cccc(CC(=O)NC(CCSC)c2nc3ccccc3[nH]2)c1 (stereo unspecified),-2.1,-6.9,7.4,-1.7,-2.4,1.9,0.7,-9.7
COc1cccc(O[C@@H]2C[C@@H](NC(=O)c3cccc(F)c3)[C@H](O)[C@H]2O)c1,0.4,1.3,14.7,18.1,5.6,3.8,5.9,17.5
COc1cc(C2=Nc3ncnn3C2=NCc2ccc(F)cc2)cc(OC)c1OC,4.7,3.2,12.4,3.5,12.4,1.8,10.1,26.6
Cc1nn(-c2ccccc2)c2c1c(C)c(CCC(=O)NCc1ccc(F)cc1)c(=O)n2C,1.3,1.6,-3.8,-0.4,36.6*,-2.5,6.9,20.7
O=C(Nc1ccccc1F)c1ccc(N2CCCC2)nn1,x,-0.6,-0.8,12.9,-9.6,1.2,-0.6,0.1
O=C(c1cccc(F)c1)N1CCCC1c1nc(-c2ccccc2)no1 (stereo unspecified),-2.6,2.6,22.8,1.2,5.6,3.3,-2.0,12.7
Cc1nc(N2CCC(C)CC2)ncc1-c1cc(=O)[nH]c(Nc2nc3ccccc3o2)n1,2.9,-0.3,12.5,13.6,33.6*,1.5,11.8,41.1*
CC1CCN(c2ccc(NC(=O)C3CCCN(c4ncccn4)C3)cc2C(N)=O)CC1 (stereo unspecified),5.8,0.0,18.8,9.7,8.1,2.9,5.4,19.2
Cn1c(CC(=O)Nc2ccc(F)cc2)nnc1SCC(=O)N1CCOCC1,0.3,0.0,9.0,2.6,x,-1.5,0.0,6.0
COc1ccc(NC(=O)c2cc3n(n2)CCCC3)cc1,-4.2,-1.7,-5.8,-5.4,-6.3,-2.6,-8.1,-11.0
CN1C[C@@H](NC(=O)c2ccc(F)cc2)C[C@H]1c1nc(-c2ccc(F)cc2)no1,-36.4,-0.5,-5.3,-7.1,x,0.2,-8.0,-74.0
COc1ccc(S(=O)(=O)N2CCc3ccccc32)cc1C(=O)Nc1ccc2c(c1)NC(=O)C(C)O2 (stereo unspecified),3.9,34.7*,71.5*,12.2,21.2,0.4,-8.3,-17.4
Cc1nc(C2(C)CCCN(C(=O)c3cccc(F)c3)C2)nc2c1CC(=O)N2C (stereo unspecified),-3.9,-3.5,-18.2,-29.2,-19.9,-3.1,-21.3,-72.0
CN(C(=O)C1(c2ccccc2)CC1)c1nc2c(s1)CCc1occc1-2,-4.6,4.1,-150.9,-4.0,13.1,-2.1,2.7,-38.0
Cc1ccc(Cl)cc1S(=O)(=O)NCCc1ccc2c(c1)CCCN2C,0.1,-11.3,-12.0,-49.3,-19.0,-2.0,-52.4,-182.9
CN(c1ccccc1)S(=O)(=O)c1cccc(C(=O)N2CCCCCC2)c1,-1.3,-0.2,-1.8,x,2.4,0.5,0.0,x
O=C(Cc1ccc(N2CCCC2=O)cc1)Nc1cccc(-c2nc3ccccc3s2)c1,0.5,-2.3,7.7,-0.3,23.6,1.0,6.8,26.1
COc1ccc(CNC(=O)c2ccc3c(c2)CCN3C(=O)C2CC2)cc1,3.4,0.8,20.5,24.2,19.7,3.3,12.3,4.1
O=C(CN1CCc2ccccc21)N1CCN(S(=O)(=O)c2ccc3ccccc3c2)CC1,3.2,-3.9,14.8,18.9,6.7,-0.4,5.4,7.6
NC(=O)CN1CCC(c2cc(OCc3ccccc3)no2)CC1,2.8,-0.8,7.1,8.5,5.7,0.6,-0.3,13.6
Cc1c(C(=O)Nc2ccc(F)cc2)nnn1-c1cccc2c1CCN(Cc1ccncc1)C2,-0.1,-4.1,26.7,6.4,8.4,1.5,-2.5,-17.2
Cn1c(NC(=O)c2ccc(F)cc2)c(-c2ccccn2)c(=O)c2ccccc21,1.6,-5.7,0.8,0.0,-12.8,-3.9,-11.1,-49.0
COC1CC(OC2C(C)C(=O)OC(C)C(C)C(O)C(C)C(=O)C3(CO3)CC(C)C(OC3OC(C)CC(N(C)C)C3O)C2C)OC(C)C1O (stereo unspecified),3.4,5.7,3.0,0.1,0.9,3.2,6.4,-0.1
# The results go on:
SMILES,USP7 block,USP10 block,USP8 block,USP28 block,USP17 block,UCHL1 inh,OTUD3 block,USP30 inh
Cc1cc2nc(NCC(O)c3ccccc3)c3ccccc3n2n1 (stereo unspecified),-0.8,-0.1,-39.6,-13.9,-19.4,0.1,-16.6,-7.6
COC(=O)c1ccc(C2c3[nH]c4ccccc4c3C[C@H]3C(=O)N(CCN4CCOCC4)CC(=O)N23)cc1 (stereo partly specified),-8.2,-7.4,-29.0,-62.3,-61.2,-4.8,-50.4,-119.9
Cc1ccc(CS(=O)(=O)c2cn(CC(=O)Nc3cccc(F)c3)c3ccccc23)cc1,-3.8,2.6,24.8,1.7,9.5,2.9,-20.6,-37.9
c1ccc(C(CN2CCOCC2)Nc2ncnc3sccc23)cc1 (stereo unspecified),-3.4,-8.5,5.6,-12.3,2.4,-2.6,-8.1,-24.6
Cc1cc(C)cc(OCC(=O)NCC(c2ccco2)N2CCOCC2)c1 (stereo unspecified),-9.2,-0.7,-3.2,-1.4,-26.9,0.5,-2.0,-45.9
O=C(NCc1ccncc1)C1CC(=O)N(Cc2ccc(F)cc2)C1 (stereo unspecified),-0.6,-1.1,-18.2,-3.0,-7.8,-4.8,-1.7,3.9
O=C(NCc1noc(Cc2ccccc2)n1)c1cccc(F)c1,3.4,-0.8,7.4,10.5,9.1,3.5,7.3,3.4
Cc1ccc(Cn2c(=O)c3ncccc3n(CC(=O)NCc3ccc(F)cc3)c2=O)cc1,3.3,33.5*,81.4*,78.4*,76.6*,3.5,45.2*,84.0*
COc1cccc(CC(NC(C)=O)C(=O)NC2CCN(C(=O)c3cnccn3)CC2)c1 (stereo unspecified),4.5,-0.1,13.3,15.7,10.0,-1.0,11.9,16.8
O=C(CN1C(=O)c2ccccc2C1c1c[nH]c2ccccc12)NCc1ccc(F)cc1 (stereo unspecified),-34.8,-5.3,12.7,9.0,12.6,5.7,0.5,7.0
Cc1c(C(=O)Nc2ccccc2C#N)nnn1-c1ccc2noc(-c3ccccc3)c2c1,-0.9,4.1,-0.4,4.4,19.0,0.4,-2.5,15.5
CC(OC(=O)C(c1ccccc1)c1ccccc1)C(=O)Nc1ccc(N2CCOCC2)cc1 (stereo unspecified),-5.5,1.3,-2.3,0.9,3.4,1.7,-5.5,-11.5
